TbREL1 primary – TbREL1 inhibition, primary screen | P86926 | TbREL1 RNA ligation, FRET fluorescence | AID 1117264 | actives 0.49% (n = 89,000) | inhibition, % at 9.66 µM;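 active means inhibition above the mean inhibition across all screened compounds plus 3 SD, cut at about 11% in these data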;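 further: 0% = plate median of test wells and 100% = NSC42067 control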
Target sequence (P86926 whole entry, looked up): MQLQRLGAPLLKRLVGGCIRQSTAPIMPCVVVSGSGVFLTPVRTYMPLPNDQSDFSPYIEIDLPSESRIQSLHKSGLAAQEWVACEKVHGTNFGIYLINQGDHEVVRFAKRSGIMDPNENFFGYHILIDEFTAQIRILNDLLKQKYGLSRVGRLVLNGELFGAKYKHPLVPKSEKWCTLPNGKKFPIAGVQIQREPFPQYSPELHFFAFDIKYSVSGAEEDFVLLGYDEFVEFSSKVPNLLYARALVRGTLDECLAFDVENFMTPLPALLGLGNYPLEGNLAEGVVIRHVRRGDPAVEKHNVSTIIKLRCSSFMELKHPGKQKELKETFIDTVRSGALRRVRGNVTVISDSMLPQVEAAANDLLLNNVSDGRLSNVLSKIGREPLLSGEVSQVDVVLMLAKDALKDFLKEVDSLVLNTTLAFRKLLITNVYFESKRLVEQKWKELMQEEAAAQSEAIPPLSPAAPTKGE
An asterisk follows results filed as active. These rows are one share of the data; count on the stated rates, not on these rows.

SMILES | TbREL1 primary
[O-][N+]12CCN(CC1)c1ccccc12 | 0
Cn1cnc2c(cnn2C)c1=O | -6
O=C(OCC(=O)N1CCOCC1)c1ccc(F)cc1Cl | 1
Cc1ccccc1C(=O)Nc1sc2c(c1C(=O)O)CCC2 | 0
Cc1ccc2nc(-c3ccccc3)c(Cc3cccc(F)c3)n2c1 | 1
O=C(Nc1cccc(C(=O)N2CCCC2)c1)C1CC1 | 0
Cc1ccc(SCc2cc(-c3ccc(Cl)cc3)on2)cc1 | 0
CC(/C=N/O)Cc1ccc2c(c1)OCO2 (stereo unspecified) | 5
Cc1nnc(SC(C)C(=O)Nc2ccc3ccccc3c2)[nH]c1=O (stereo unspecified) | -4
CC(Sc1nnc(N)s1)c1ccccc1Cl (stereo unspecified) | 1
COCC(C)n1c(C)cc(C(=O)COC(=O)c2c(C)nn(-c3ccccc3)c2C)c1C (stereo unspecified) | -5
CC(C)(C)NC(=O)C(c1ccccn1)N(C(=O)c1csnn1)C1CCCCC1 (stereo unspecified) | -3
CCCCNC(=O)Cn1cnc2c(cnn2-c2ccc(C)cc2)c1=O | 4
CC1(C(=O)OCC(=O)c2c[nH]c3ccccc23)CC1(Cl)Cl (stereo unspecified) | 1
CCCc1nn(C)c(C(=O)Nc2cccc(CC)c2)c1Cl | 2
O=C(O)CC/C(=N\Nc1ccc(S(=O)(=O)N2CCOCC2)cc1[N+](=O)[O-])c1cccs1 | 1
COc1ccccc1OC(C)C(=O)O (stereo unspecified) | -1
Cc1ccc(S(=O)(=O)N2CCC(C(=O)NC3CC3)CC2)cc1 | 5
Cc1ccc(-n2c(SCC(=O)Nc3cccc4ccccc34)nnc2-c2cccs2)cc1 | 0
CCCCOc1ccc(N2CC(C(=O)NCc3ccco3)CC2=O)cc1 (stereo unspecified) | -2
Cc1ccc(CN2CCNC(=O)C2CC(=O)N(C)C2CCOCC2)cc1 (stereo unspecified) | -1
O=C(O)C1CCN(C(=O)Cc2ccccc2)CC1 | -2
CC1=CN2C(=NC(=O)CC2(C)C(=O)N(CC(=O)NC2CCCC2)c2ccccc2C)C=C1 (stereo unspecified) | 9
CCC(C)NC(=O)c1c(C)cc(=O)oc1C (stereo unspecified) | 0
COc1cc(C(=O)Nc2cc(S(=O)(=O)N3CCOCC3)ccc2N2CCOCC2)cc(OC)c1C | -2
(list continues)
SMILES | TbREL1 primary
CC(C)C(NC(=O)c1cccc(S(=O)(=O)N2CCOCC2)c1)C(=O)NCCc1ccccn1 (stereo unspecified) | -2
O=C(c1ccc(N2CCCC2)c([N+](=O)[O-])c1)N1CCc2ccccc2C1 | 6
Cc1cc(C)c(S(=O)(=O)Nc2nnc(C)s2)c(C)c1 | 5
N#Cc1cc2cc3ccccc3nc2n2c(=O)c3ccccc3nc12 | 0
O=[N+]([O-])c1ccc(Nc2nccc(Cl)n2)cc1 | 3
CCOc1ccc(OC(=O)NC(c2ccccc2)C(Cl)(Cl)Cl)cc1 (stereo unspecified) | 3
CCOC(=O)/C(=C\c1ccccc1)NC(=O)c1ccccc1 | 5
Cc1ccc(CN2CCCC(CO)(Cc3ccccc3C)C2)s1 (stereo unspecified) | -3
CN(CC(=O)Nc1cccc(F)c1)C(=O)c1cc(=O)[nH]c2ccccc12 | 2
COc1ccc(CNC(=O)CC[C@H]2O[C@@H](n3cc(C)c(=O)[nH]c3=O)C[C@@H]2O)cc1 | 3
COc1cc(C2CC(C(F)(F)F)n3ncc(C(=O)O)c3N2)cc(OC)c1OC (stereo unspecified) | -2
NS(=O)(=O)c1ccc(NC(=O)CSc2nnc(-c3ccc(O)cc3)o2)cc1 | -4
COc1ccc(-c2cc(-c3nnc(SCC(=O)NC4CCCCC4)n3N)[nH]n2)cc1 | 0
CCn1c(CN2CCN(c3ccc(OC)cc3)CC2)nc2cc(S(=O)(=O)N(C)C)ccc21 | 1
C/C(=N\OC(=O)Nc1ccccc1)c1ccc(C)cc1 | 3
Cc1cc(Br)c(OCc2ccc(C(=O)N/N=C3\CC4CC=CC34)cc2)c(Br)c1 (stereo unspecified) | 3
O=c1c2c(O)cc(O)cc2oc2c(O)ccc(O[C@H]3O[C@@H](CO)[C@H](O)[C@@H](O)[C@@H]3O)c12 | 5
Cc1ccc(NC(=O)CSc2ncccn2)cc1S(=O)(=O)N1CCCCC1 | 3
COc1ccccc1CNC(=O)N1CCN(S(=O)(=O)c2ccc(C)cc2)CC1 | 1
O=C1[C@@H]2Cc3c([nH]c4ccccc34)CN2C(=O)CN1CCCCCO | -4
CC(=O)N1CCN(c2ccc(S(=O)(=O)N3CCCCC3)cn2)CC1 | 3
O=[N+]([O-])c1ccc(O)c(C=Nc2ccc3c(c2)OCCO3)c1 | -2
O=C(Cc1ccccc1F)Nc1ccc(S(=O)(=O)N2CCCC2)cc1 | 2
Cn1cc([N+](=O)[O-])c(C(=O)Nc2ccc3c(c2)OCCO3)n1 | -1
CCc1ccc(N/C(N)=N/c2nc(CSc3ccccn3)cc(=O)[nH]2)cc1 | 0

Part of the list above in order of SMILES length, largest number first.
SMILES | TbREL1 primary
COc1ccc(CNC(=O)CC[C@H]2O[C@@H](n3cc(C)c(=O)[nH]c3=O)C[C@@H]2O)cc1 | 3
CC(C)C(NC(=O)c1cccc(S(=O)(=O)N2CCOCC2)c1)C(=O)NCCc1ccccn1 (stereo unspecified) | -2
COc1cc(C2CC(C(F)(F)F)n3ncc(C(=O)O)c3N2)cc(OC)c1OC (stereo unspecified) | -2
Cn1cc([N+](=O)[O-])c(C(=O)Nc2ccc3c(c2)OCCO3)n1 | -1
C/C(=N\OC(=O)Nc1ccccc1)c1ccc(C)cc1 | 3

Next results
SMILES | TbREL1 primary
COCC(=O)Nc1cc([N+](=O)[O-])ccc1C | 0
Nc1ccccc1-c1nc2ccccc2[nH]1 | 7
Cc1ccc(Cl)cc1N1CCN(C(=O)C2CCN(S(=O)(=O)c3c(C)nn(C)c3C)CC2)CC1 | 2
N#Cc1cccnc1N1CCN(C(=O)c2cccc3c2C(=O)c2ccc(Cl)cc2S3(=O)=O)CC1 | 0
CCOc1cc(C(=S)N2CCOCC2)ccc1OS(=O)(=O)c1ccccc1 | 1
O=C(CNC(=O)N1CC(=O)Nc2ccccc21)NCCCc1ccccc1 | 1
O=C(NCCCNC(=O)c1cc(Cl)ccc1Cl)c1cnccn1 | -1
O=C(CNC(=O)c1ccco1)NCC(=O)OC(C(=O)c1ccccc1)c1ccc(Cl)cc1 (stereo unspecified) | 1
Cc1cc(C)nc(SCCC(=O)N(C)C)n1 | 3
O=C(O)C1C2C=CC(C2)C1C(=O)Nc1cccc(F)c1 (stereo unspecified) | -2
COc1ccc(C(=O)Cn2c(Br)nc3c2c(=O)n(C)c(=O)n3C)cc1OC | 2
COc1ccc(/C=C2/SC(=S)N(NS(=O)(=O)c3ccc(C)cc3)C2=O)cc1 | -1
Nc1nsnc1C(=O)NCCO | 2
O=C(NCc1ccccc1)C(c1ccc(O)cc1)N(C(=O)Cn1nnc(-c2cccs2)n1)c1ccc2c(c1)OCCO2 (stereo unspecified) | -2
Cc1ccc(NC(=O)CCN2C(=O)C3C4CCC(C4)C3C2=O)cc1Cl (stereo unspecified) | 1
O=C(C1CCC1)N1CCN(Cc2ccccc2)CC1 | 0
COc1ccccc1Oc1ccc(Oc2ccccc2OC)cc1 | -2
Cc1cc(C)c(Cn2c(=O)n(CCCC(=O)NCc3ccco3)c(=O)c3ccccc32)c(C)c1 | -5
NC(=O)COC(=O)c1ccccc1Oc1ccccc1 | 1
COc1ccc(CNC(=O)COC(=O)CCc2nc3ccccc3c(=O)[nH]2)cc1 | -5
Nc1cc(C(=O)N2CCCC2)cc(C(=O)N2CCCC2)c1 | -2
O=C(CSc1nnc2n1CCCN2C(=S)Nc1ccc(Cl)cc1)c1ccccc1 | -1
CCOC(=O)C1CCN(C(=O)CCS(=O)(=O)Cc2ccccc2)CC1 | 4
Cc1ccccc1Nc1nn2c(=O)c3ccc(C(=O)N4CCCC(C)C4)cc3nc2s1 (stereo unspecified) | -3
O=C(C1=C[C@H](c2csc3ccccc23)C[C@H](OCc2ccc(CO)cc2)O1)N1CCCCCCC1 | -1
(list continues)
SMILES | TbREL1 primary
CNC(=O)C1CC(=O)N/C(=N/N=C(\C)c2cccs2)S1 (stereo unspecified) | 2
CN(C(=O)c1coc(=O)c2ccccc12)c1ccc(F)cc1 | -2
CCc1ccc(NC2=NC(C(=O)c3ccccc3)CC(=O)N2)cc1 (stereo unspecified) | -2
O=C(CSc1nc2ccccc2o1)NCc1n[nH]c(=O)c2ccccc12 | 7
CCCc1nc2ccc(C(=O)OC)cn2c1Cc1ccccc1C(F)(F)F | 0
CNC(=O)Nc1ccc2snnc2c1 | 1
COc1cccc(NC(=S)Nc2cccnc2)c1 | 3
O=C(CC(=O)N/N=C/c1ccc(Cl)cc1Cl)NCc1ccccc1 | 4
O=C(Cc1c[nH]c2ccccc12)N1CCc2ccccc21 | -4
O=C(OCc1ccccc1)C1=NNC2C(=O)N(c3ccc(Br)cc3)C(=O)C12 (stereo unspecified) | 2
CSCCC(NC(=O)COc1ccccc1)C(=O)OCc1ccc([N+](=O)[O-])cc1 (stereo unspecified) | -4
COc1ccc(CCNC(=O)c2c(N)[nH]c(C(=O)c3ccccc3)c2-c2ccc(N(C)C)cc2)cc1 | -4
CN(CCCNC(=O)C1CCCN(S(=O)(=O)c2cnc[nH]2)C1)c1ccccc1 (stereo unspecified) | -8
N/C(CS(=O)(=O)c1ccccn1)=N\OC(=O)c1ccccc1Cl | -1
CSc1nnc(CNS(=O)(=O)c2ccc(F)cc2)n1C | 1
O=c1[nH]c(Nc2ccccc2)cc2cc(Br)ccc12 | 2
COC(=O)CNC(=O)C1Nc2ccc(OC(F)(F)F)cc2C2C=CCC12 (stereo unspecified) | 1
Cc1cccc(NS(=O)(=O)c2coc(C(N)=O)c2)c1C | 2
CC(=O)N(C)c1ccc(NC(=O)Nc2cccc3ccccc23)cc1 | 2
Cc1ccc(CN2CCNC(=O)C2CC(=O)O)cc1 (stereo unspecified) | 1
COc1cc(C(C)=O)ccc1OCC(=O)NC(=O)Nc1ccc(C)cc1C | -4
CCOC(=O)C(C)Sc1nnc(CSc2nc3nc(C)cc(C)n3n2)o1 (stereo unspecified) | -2
Cc1ccc(S(=O)(=O)N2CCCOC2CNC(=O)C(=O)NCc2ccc3c(c2)OCO3)cc1 (stereo unspecified) | -3
Cc1cc(/C=N/NC(=O)c2cccnc2)c(C)n1CC(C)C | -6
Cc1nnc(SCC(=O)NCC2COc3ccccc3O2)s1 (stereo unspecified) | 0
Following part
SMILES | TbREL1 primary
O=C1c2ccccc2C(c2nnnn2-c2ccc3c(c2)OCCO3)N1Cc1ccc2c(c1)OCO2 (stereo unspecified) | -3
COC(Cc1nnc(SC)n1-c1ccccc1)OC | -1
Cc1cc(C)cc(NC(=O)CSc2nc3c(c(=O)[nH]2)CN(Cc2ccc(F)cc2)CC3)c1 | -3
Cc1occc1-c1nnc(SCc2nc3ccccc3c(=O)n2CC#N)n1C | 1
Cc1cc(O)c(C(C)C)cc1N=Nc1ccccc1C(=O)O | 0
CC(=O)N1CCC(N(CCN2CCOCC2)C(=S)Nc2cc(C)cc(C)c2)CC1 | -3
C=C(C)C1Cc2nc(N)nc(C)c2C1 (stereo unspecified) | 1
O=C(N/N=C/c1ccc(OCCCF)cc1)c1cc(OCC(F)(F)F)ccc1OCC(F)(F)F | 3
COc1ccc(OC)c(C(=O)COC(=O)c2cc(C)oc2C)c1 | -2
CC(C)(C)NCC(=O)c1c[nH]c2ccccc12 | 1
CCOC(=O)/C(C#N)=C/C1=C(N2CCCC2)CC(C)(C)OC1 | 3
CCN(c1ccccc1)S(=O)(=O)c1ccc(C(=O)Nc2nnc(COC)o2)cc1 | 2
Cc1ccc(OCC(=O)NCCCNC(=O)c2ccco2)cc1C | 7
COc1ccc(C(C(=O)NCc2ccc(F)cc2)N(Cc2cccnc2)C(=O)c2snc(C(N)=O)c2N)cc1 (stereo unspecified) | 1
CC(=O)Nc1ccc(N(C(=O)Cn2nnc3ccccc32)C(C(=O)NC2CCCC2)c2ccc(O)c(O)c2)cc1 (stereo unspecified) | -3
CC(OC(=O)c1cc(Br)ccc1O)C(=O)Nc1ccc(S(=O)(=O)N2CCCC2)cc1 (stereo unspecified) | -1
CC(=O)c1cccc(S(=O)(=O)N2CCC(C(=O)OC3CCOC3=O)CC2)c1 (stereo unspecified) | -1
N#CCCN(CCC#N)S(=O)(=O)c1ccc(C(=O)Nc2nc(-c3ccccc3)c(C(=O)c3ccccc3)s2)cc1 | 2
CCOc1ccccc1C=NNC(=O)CCCCC(=O)NN=Cc1ccccc1OCC | -1
Cc1ccc(N(CC(=O)N/N=C/c2cc(C)n(-c3ccccc3)c2C)S(C)(=O)=O)c(C)c1 | -5

Filtered by structure, the entries above containing two or more sulfur atoms (14)
SMILES | TbREL1 primary
CC(Sc1nnc(N)s1)c1ccccc1Cl (stereo unspecified) | 1
O=C(O)CC/C(=N\Nc1ccc(S(=O)(=O)N2CCOCC2)cc1[N+](=O)[O-])c1cccs1 | 1
Cc1ccc(-n2c(SCC(=O)Nc3cccc4ccccc34)nnc2-c2cccs2)cc1 | 0
Cc1cc(C)c(S(=O)(=O)Nc2nnc(C)s2)c(C)c1 | 5
NS(=O)(=O)c1ccc(NC(=O)CSc2nnc(-c3ccc(O)cc3)o2)cc1 | -4
Cc1ccc(NC(=O)CSc2ncccn2)cc1S(=O)(=O)N1CCCCC1 | 3
CCOc1cc(C(=S)N2CCOCC2)ccc1OS(=O)(=O)c1ccccc1 | 1
COc1ccc(/C=C2/SC(=S)N(NS(=O)(=O)c3ccc(C)cc3)C2=O)cc1 | -1
O=C(CSc1nnc2n1CCCN2C(=S)Nc1ccc(Cl)cc1)c1ccccc1 | -1
CNC(=O)C1CC(=O)N/C(=N/N=C(\C)c2cccs2)S1 (stereo unspecified) | 2
CSc1nnc(CNS(=O)(=O)c2ccc(F)cc2)n1C | 1
CCOC(=O)C(C)Sc1nnc(CSc2nc3nc(C)cc(C)n3n2)o1 (stereo unspecified) | -2
Cc1nnc(SCC(=O)NCC2COc3ccccc3O2)s1 (stereo unspecified) | 0
N#CCCN(CCC#N)S(=O)(=O)c1ccc(C(=O)Nc2nc(-c3ccccc3)c(C(=O)c3ccccc3)s2)cc1 | 2

Screens from PubChem BioAssay.
